FUS suppressor = FUS proteinopathy suppression in yeast; S. cerevisiae FUS-expressing, growth rescue, OD600, 24 h; Potency, µM (highest dose often 76.6 µM), inactives show at the highest dose growth rescue (activation), usual class: activators; 0.24% of 390,000 active; AID 1347120;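 further: potency means the concentration at half of the fitted maximal effect; plate controls were DMSO vehicle for no effect and reference control for full effect; nearly all actives have a fitted effect of over 55% in size; some results filed as inactive show a strong effect at the top dose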
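S. cerevisiae expressing FUS from galactose induction served as the toxicity model. Growth after 24hr at 30C, read as absorbance at 600 nm, indicates suppression of toxicity; compounds dosed at several concentrations.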
PI5P4Ka inh = inhibitors of human PI5P4K alpha; PI5P4Kalpha enzyme, ADP-Glo luminescence, 60 min; active compounds read low; max response, %; 1.2% of 330,000 active; active means max response of -50% or lower; inconclusive means between -30% and -50%; inactive means -30% or higher; further: value at the top dose of about 77 µM; on the % scale 0 is the no-effect control and ±100 the full control effect
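Single end-point luminescence (ADP-Glo) quantified ADP from PI5P4Kalpha turnover; ATP 5 microM final, 1 h at RT, 0.1% CHAPS and 0.28 mM EGTA in HEPES pH 7.4.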
IL-2 act = IL-2 activation. 0.065% of 360,000 active. activation, % (series mostly up to about 46 µM). AID 652025. IL-2 activation reporter assay, cell-based qHTS; stimulated with anti-CD3/CD4/CD28 beads; in transgenic mouse T cells; in the data active means activation above about 50%; inconclusive means mostly about 30% to 49%; further: 0% is about no effect
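Readout is EGFP and DsRed signal by fluorescent plate cytometry after 18 h at 37 degrees C. Transgenic mouse T cells (750/well) received compound for 60 min before bead stimulation (anti-CD3, anti-CD4, anti-CD28); memory T cells served as non-tolerant control.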
WRN inhibitor = inhibitors of human WRN helicase; WRN helicase unwinding, fluorescent forked duplex, kinetic; Potency, µM (top dose mostly 114 µM), for inactives: top-dose activity change, negative = inhibition, actives largely listed as inhibitors; AID 651768; 0.46% of 360,000 active; further: potency means the concentration at half of the fitted maximal effect; on the % scale 0 is the no-effect control and ±100 the full control effect; nearly all actives have a fitted effect of over 55% in size
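Enzyme (20 nM final) and test compound sit together 15 min at room temperature before substrate addition. Substrate is a single-forked duplex oligonucleotide (100 nM) labelled with fluorophore and quencher, with 2 mM ATP; helicase unwinding raises red fluorescence, read kinetically.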
Abeta yeast res = compounds reversing amyloid beta toxicity in yeast; yeast expressing A-beta42, growth rescue, OD600, 48 h; response scale: 0% DMSO, 100% iron-clioquinol control; Potency, µM (top dose mostly 46.1 µM), for inactives: at the highest dose growth rescue, usual class: activators; 0.063% of 410,000 active; further: potency means the concentration at half of the fitted maximal effect; nearly all actives have a fitted effect of over 55% in size
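Yeast growth medium received pinned compounds, then yeast cells expressing toxic A-beta were added; plates incubated at 30 C for 48 hr. Growth read as absorbance at 600 nm, normalized to DMSO and equimolar FeCl3 plus clioquinol controls.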
aSyn rescue = rescues yeast growth from alpha-synuclein toxicity. 0.14% of 370,000 active. Yeast expressing alpha-synuclein, growth rescue, BacTiter-Glo, 24 h. Potency, µM (series often up to 46.1 µM), for the others: at the top dose growth rescue (activation), hits mostly activators; further: potency means the concentration at half of the fitted maximal effect; % of control where 0% means no effect; nearly all actives have a fitted effect of over 65% in size
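Screening used galactose-induced yeast with toxic alpha-synuclein levels, exposed to compound for 24 hr at 30 deg C. Cell growth, read with BacTiter-Glo luminescence, gave the measured signal.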
PLK1 PBD block = PLK1 (human) polo-box domain binding inhibition; Plk1 PBD binding of FITC phosphopeptide, fluorescence polarization; Potency, µM, for inactives: max response, negative = inhibition, actives largely listed as inhibitors; 2.8% of 360,000 active; AID 720504; P53350; further: potency means the concentration at half of the fitted maximal effect; series mostly up to about 57 µM; on the % scale 0 is the no-effect control and ±100 the full control effect; nearly all actives have a fitted effect of over 65% in size
EPAC1 antagonist = EPAC1 (human) antagonism; O95398; EPAC1 GEF assay, Rap1b-BODIPY-GDP exchange fluorescence; Potency, µM (series often up to 115 µM), for the others: at the top dose activity change, negative = inhibition, actives largely listed as inhibitors; 0.14% of 360,000 active;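 further: potency means the concentration at half of the fitted maximal effect; plate controls were vehicle for no effect and positive control for full effect; nearly all actives have a fitted effect of over 50% in size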
Target sequence (O95398 whole entry, looked up): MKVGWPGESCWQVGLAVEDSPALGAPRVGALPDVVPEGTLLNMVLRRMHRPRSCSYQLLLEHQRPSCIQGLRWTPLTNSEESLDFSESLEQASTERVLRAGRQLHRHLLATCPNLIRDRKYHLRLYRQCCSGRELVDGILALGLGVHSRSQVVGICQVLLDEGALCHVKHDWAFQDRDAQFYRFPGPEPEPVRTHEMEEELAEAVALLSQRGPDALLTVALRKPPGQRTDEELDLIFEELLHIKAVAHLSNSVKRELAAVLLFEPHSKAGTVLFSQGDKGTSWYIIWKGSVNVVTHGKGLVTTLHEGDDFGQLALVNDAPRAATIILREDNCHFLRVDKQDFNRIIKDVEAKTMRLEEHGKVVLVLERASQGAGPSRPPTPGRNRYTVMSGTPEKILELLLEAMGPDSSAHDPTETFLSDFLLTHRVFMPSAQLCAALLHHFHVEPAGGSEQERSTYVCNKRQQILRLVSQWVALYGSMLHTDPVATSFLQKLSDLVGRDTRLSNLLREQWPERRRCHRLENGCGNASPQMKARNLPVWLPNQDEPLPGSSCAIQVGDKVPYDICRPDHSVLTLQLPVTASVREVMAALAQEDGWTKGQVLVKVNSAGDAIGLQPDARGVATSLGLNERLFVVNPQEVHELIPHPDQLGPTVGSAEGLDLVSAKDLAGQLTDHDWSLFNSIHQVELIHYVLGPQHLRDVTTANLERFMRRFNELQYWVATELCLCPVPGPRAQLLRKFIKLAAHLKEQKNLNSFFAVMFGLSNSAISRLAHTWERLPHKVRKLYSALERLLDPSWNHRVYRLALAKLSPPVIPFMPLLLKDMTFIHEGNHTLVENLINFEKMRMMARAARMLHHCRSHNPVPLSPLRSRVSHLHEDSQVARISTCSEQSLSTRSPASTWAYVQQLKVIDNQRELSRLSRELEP
EPAC1 agonist = agonists of human EPAC1; O95398; EPAC1 agonist qHTS, biochemical assay; response scale: 100% = response to 6.5 mM cAMP; Potency, µM (series often up to 154 µM), for inactives: top-dose activation, usual class: activators; 0.073% of 360,000 active; AID 720707; further: potency means the concentration at half of the fitted maximal effect; nearly all actives have a fitted effect of over 60% in size
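Nucleotide exchange assay: 100 nM EPAC1 with 250 nM Rap1B loaded with BODIPY-GDP and 50 uM GDP, room temperature. Fluorescence (480/540 nm) read every 5 min for 30 min; signal change normalized to 6.5 mM cAMP as full agonist.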
Active calls of the source: *; u = inconclusive; x = not tested or not shown; [ ] = remark or other dose. Unless noted, the call rests on the fitted dose curve; in most records, active means well fitted curve in the direction sought with a large enough effect; inconclusive means small, poorly fitted or top-dose-only effect, or another doubt; inactive means no such curve, though single readings can be large; an effect the other way counts as inactive or inconclusive. This is a random part of the collection; about 4.1% have a hit in one of these screens.

Values run as follows: FUS suppressor	PI5P4Ka inh	IL-2 act	WRN inhibitor	Abeta yeast res	aSyn rescue	PLK1 PBD block	EPAC1 antagonist	EPAC1 agonist
COC(=O)c1ccc(N2CCCCC2)c(NS(=O)(=O)c2ccc(C)cc2)c1
 : 5%	x	-4.2	-14%	-11%	3%	-7%	-12%	10%
NC(=O)CSc1nnc(-c2cccc(S(=O)(=O)N3CCOCC3)c2)n1C1CCCCCC1
 : -5%	u	-3.2	u	0%	-33%[inhibitor]	3µM*	6%	-2%
C[C@H]1NS(=O)(=O)c2ccc(Br)cc2O[C@H]1c1ccccc1
 : -5%	2	1.1	-4%	-8%	9%	-12%	-27%	-6%
COc1ccc(Cc2nc3ccc(C(=O)NCc4ncc(C)[nH]4)cc3o2)cc1OC
 : 1%	5	-2.9	-2%	2%	-5%	0%	10%	10%
CC1=NNC(=O)C1C(c1ccc(Cl)cc1)C(C#N)C#N (stereo not given)
 : 1%	-13	4.6	-33%	25%	10%	21µM*	10%	6%
O=C(CSc1nc2ccccc2o1)N1CCN(c2ccc(Cl)cc2)CC1
 : -4%	0	0.1	-5%	6%	0%	-3%	-5%	8%
CC1(C(=O)NS(=O)(=O)Cc2ccccc2)CCN1C(=O)CCc1ccccc1 (stereo not given)
 : 16%	1	-0.8	7%	-1%	0%	5%	7%	-20%
CCc1ccc(N2C(=O)CC(Cn3nc(C)cc3C)C2=O)cc1 (stereo not given)
 : 26%	2	2.1	5%	-8%	7%	1%	4%	-1%
COC(=O)[C@H]1C[C@@]2(O)CN(S(=O)(=O)c3ccc(C)cc3)C[C@@]2(OC(=O)NC2CC2)C[C@H]1C(=O)OC
 : -1%	-1	-2.4	-8%	-6%	3%	-12%	-17%	2%
CC1CCC2(CC1)NC(=O)N(CC(=O)c1ccc[nH]1)C2=O (stereo not given)
 : -10%	-27	0.0	-29%	2%	7%	-3%	-8%	0%
O=C(C=Cc1ccco1)c1ccco1
 : 3%	-10	1.3	-23%	2%	-17%	-9%	-19%	0%
Cc1ccc(S(=O)(=O)N2CCCC2C(=O)O)s1 (stereo not given)
 : 38%	-3	-0.8	-18%	-9%	2%	-7%	15%	5%
CCc1noc(C)c1C(=O)NNC(=O)c1nn(CC)c(=O)c2ccccc12
 : -5%	26	-1.3	3%	3%	1%	0%	11%	-1%
Cc1ccc2nnc(Cl)n2n1
 : u	2	0.2	-14%	2%	-13%	-1%	3%	4%
Cc1ccc(SCCN2CCC(NC(=O)OCc3ccccc3)CCC2=O)cc1 (stereo not given)
 : u	-4	0.0	-2%	2%	0%	0%	-19%	8%
CC(=O)N1N=C(c2ccccc2)OC12CCCC2
 : -23%	-3	-0.9	8%	-2%	0%	3%	17%	-7%
Cc1nc(-c2cccc(Br)c2)ccc1C(=O)O
 : 8%	-8	-0.2	10%	4%	26%	3%	-10%	-6%
CC(=O)N(C(C)=O)c1ncc2c([nH]c3ccccc32)c1C#N
 : 19%	x	-1.4	21%	26%	-2%	-26%	10%	-1%
COc1ccc(C(=O)NC(=O)COC(=O)C2CC2C)cc1 (stereo not given)
 : 4%	2	2.9	-8%	12%	3%	-1%	-7%	-1%
COc1ccc(C(=O)N/N=C2\SCC(=O)N2Cc2ccc3c(c2)OCO3)c(OC)c1
 : -16%	3	1.3	-15%	-5%	-3%	-20%	-20%	-4%
CN(C(=O)COc1ccc(S(=O)(=O)N2CCOCC2)cc1[N+](=O)[O-])C1CCS(=O)(=O)C1 (stereo not given)
 : 7%	-3	-1.0	-5%	-5%	-3%	-2%	1%	3%
O=C(NCc1ccccn1)c1cn(Cc2ccccc2)nn1
 : 19%	8	-1.1	6%	-9%	-2%	-2%	-12%	-2%
CC(c1ccccc1)C1CC(=O)N(Cc2ccccc2)C1=O (stereo not given)
 : 5%	2	-3.7	2%	u	7%	0%	25%	-3%
O=C1CCC([N+](=O)[O-])C(c2ccc(Cl)cc2Cl)N1 (stereo not given)
 : -8%	-2	-0.6	-12%[57.1 µM]	5%	1%	-6%	2%	3%
COc1ccc(S(=O)(=O)N(C)CC(=O)Nc2cccc(C(C)=O)c2)cc1Cl
 : 15%	x	-2.3	-1%	8%	1%	0%	2%	3%
CCN1CCN(CNC(=O)c2cnccn2)CC1
 : -18%	2	0.8	-5%	u	-3%	2%	-3%	4%
COc1ccc(CC(=O)Nc2ccc(S(=O)(=O)N3CCN(C)CC3)cc2)cc1
 : -22%	6	3.2	3%	-9%	-2%	-7%	-5%	4%
CCC(=O)OCCCCCCOc1ccc(C(=O)O)cc1
 : 13%	x	-2.9	-2%	13%	15%	-2%	0%	1%
CN(CC(=O)Nc1cccc(F)c1)C(=O)c1ccc(C2SCCS2)cc1
 : 16%	5	-4.7	-1%	-7%	1%	-11%	-5%	-6%
O=C(CSc1ccccc1)NC1CCCCCC1
 : 5%	3	-2.2	-1%	9%	2%	-17%	11%	3%
Cc1ccc(S(=O)(=O)N2CCOCC2)cc1C(=O)OCC(=O)Nc1ccc2[nH]c(=O)[nH]c2c1
 : 18%	8	0.8	-6%	-15%	-16%	2%	-12%	-19%
C/C(=C\c1ccccc1)CN1CCC(C(=O)N2CCC(C)CC2)CC1
 : -8%	-6	-0.5	2%	-2%	-15%	-22%	-13%	6%
CN(Cc1cccc(F)c1)C(=O)c1cc(S(=O)(=O)N2CCOCC2)ccc1N1CCCC1
 : u	0	0.1	1%	3%	1%[1.84 µM]	-10%	27%	-3%
COc1cc(/C=C2/SC(=S)N(c3ccccc3)C2=O)ccc1Oc1nc(N2CCOCC2)nc(N2CCOCC2)n1
 : x	5	-2.9	-11%	-13%	0%	5%	-3%	-7%
Cc1ccc(Cc2c(-c3ccc(F)cc3)nc3ccc(Cl)cn23)cc1
 : 17%	0	0.4	-3%	-17%	13%	-6%	0%	-4%
COc1cc2c(cc1OC)CN(Cc1ccccc1)CC2
 : -10%	-10	-2.8	8%	-1%	-3%	4%	3%	-7%
CN(C)c1ccc(P(=O)(OCc2ccccc2)C(O)c2ccncc2)cc1 (stereo not given)
 : x	7	0.5	-4%	12%	-1%	-6%	-12%	-11%
Cc1c(-c2nc(-c3ccc(C(C)(C)C)cc3)no2)n(C)oc1=O
 : -3%	11	-3.7	-6%	14%	11%	0%	-2%	-13%
O=C(CN1CCOCC1)NCc1cc([N+](=O)[O-])ccc1O
 : -29%	-1	0.5	11%	6%	-1%	8%	0%	8%
CC1CCCN(S(=O)(=O)c2ccc(NC(=O)CNC3CCCC3)cc2)C1 (stereo not given)
 : 11%	-1	-2.9	15%	-7%	1%	-14%	u	-6%
COCC(=O)n1nc(NCc2ccc(OC)cc2)nc1NCc1ccc(OC)cc1
 : 3%	-25	-0.2	7%	25%	8%	12µM*	-28%	-1%
O=C(CSc1nc(O)cc(=O)n1-c1ccccc1)NC1CCCCC1
 : 32%	-13	-2.3	-15%	13%	-5%	-1%	-7%	4%
CCOC(=O)C1CCN(C(=O)CCc2nc3sc4c(c3c(=O)[nH]2)CCCC4)CC1
 : 24%	u	-2.3	-22%	-8%	3%	0%	-17%	-10%
Cc1ccc(C2/C(=C(\O)c3ccc4c(c3)OCCO4)C(=O)C(=O)N2CC2CCCO2)cc1 (stereo not given)
 : 11%	2	-1.0	-4%	0%	5%	-9%	-3%	-3%
O=C(OCc1nc2ccsc2c(=O)[nH]1)c1cc(Br)c(Br)s1
 : 0%	1	-0.2	-9%	-4%	-4%	2%	-3%	7%
c1cnc2nc(CSc3ncn[nH]3)cn2c1
 : -10%	-2	-0.6	-3%	-5%	0%	-3%	17%	3%
COc1ccc(/C=N/NC(=O)c2ccn[nH]2)cc1COc1ccc(Cl)cc1Cl
 : 28%	x	-1.8	-13%[57.1 µM]	-3%	-20%	1%	-7%	13%
COC(=O)c1ccc(OCCCCN2CC(C)OC(C)C2)cc1 (stereo not given)
 : -23%	-2	-0.1	-2%	-22%	1%	-17%	10%	-1%
OCCNc1nc(N2CCN(c3ccccc3)CC2)nc2ccccc12
 : -14%	2	1.1	-1%	-10%	0%	4%	-3%	-2%
Cc1ccc(NC2=C(Cl)C(=O)OC2OC(=O)c2ccccc2C)cc1 (stereo not given)
 : u	9	0.1	-8%	32%	17%	0%	-18%	14%
Cc1ccc(-n2c(C)c(C)c3c(NCCN(C)C)ncnc32)cc1
 : 18%	-1	-1.8	-5%	-10%	-1%	0%	14%	9%
O=C(NCCCCc1ccccc1)C1CC(c2ccc(C(F)(F)F)cc2)=NO1 (stereo not given)
 : 24%	6	-0.5	7%	20%	10%	1%	3%	-3%
O=C(Cn1nc(Cl)nc1Cl)Nc1ccccc1
 : 4%	-1	1.7	-1%	u	-10%	-1%	0%	0%
CCCC(C)NS(=O)(=O)c1ccc(OC)c(C)c1 (stereo not given)
 : 3%	5	2.0	-1%	0%	x	-11%	-9%	0%
CNC(=O)Nc1cc(C(C)(C)C)no1
 : 4%	u	-0.6	5%	6%	2%	11µM*	-4%	3%

Screening data (PubChem BioAssay)
